APOBEC3A inh: inhibitors of human APOBEC3A DNA deaminase | P31941 | recombinant A3A, FAM/TAMRA ssDNA deamination fluorescence | inhibition, % at 20 µM | 330,000 compounds, 0.41% hits | AID 493011;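 active = at least 40% inhibition at 20 µM here, with at most 30% in a related deaminase screen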;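 also: plate controls were A3A with DMSO for no effect and wells lacking A3A enzyme for full effect; some results filed as inactive read as strong as hits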
beta cell repl: MIN6 beta-cell proliferation induction; 330,000 compounds, 0.29% hits; proliferation, % at 10 µM; MIN6 cells proliferation, ATPlite luminescence, 48 h; cells starved in 0.2% serum; 100% = growth in 10% serum;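 active = compounds whose signal lies at least 3.5 SD above the mean of all wells on their plate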;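 also: 0% = DMSO-treated cells in low-serum medium and 100% = 10% serum control; some compounds called inactive have numbers as strong as hits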
APOBEC3G inh: inhibitors of human APOBEC3G DNA deaminase. recombinant A3G, ssDNA deamination FAM/TAMRA fluorescence. inhibition, % at 20 µM. Q9HC16. AID 493012. 330,000 compounds, 0.28% hits;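 active = inhibition of at least 40% at 20 µM, with no more than 30% in the related APOBEC3A deaminase screen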;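 also: plate controls were DMSO wells with A3G for no effect and wells lacking A3G enzyme for full effect; some compounds called inactive have numbers as strong as hits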
Target sequence (Q9HC16 whole entry, looked up): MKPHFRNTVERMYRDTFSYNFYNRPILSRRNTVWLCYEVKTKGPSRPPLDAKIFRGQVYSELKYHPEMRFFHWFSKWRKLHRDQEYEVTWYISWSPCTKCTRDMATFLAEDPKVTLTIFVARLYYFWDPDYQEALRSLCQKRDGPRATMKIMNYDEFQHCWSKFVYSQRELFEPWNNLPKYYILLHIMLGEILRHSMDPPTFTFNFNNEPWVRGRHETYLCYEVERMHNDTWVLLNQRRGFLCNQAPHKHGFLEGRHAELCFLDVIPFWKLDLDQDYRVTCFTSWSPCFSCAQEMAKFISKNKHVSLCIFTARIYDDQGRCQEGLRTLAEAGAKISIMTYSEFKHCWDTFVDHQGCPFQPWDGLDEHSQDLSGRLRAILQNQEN
hIAP act: human IAP activation | purified human IAP, CDP-Star luminescence, 30 min; hits give high values; 1 = vehicle-only enzyme, 0 = enzyme-free background | activation factor at 10 µM | 330,000 compounds, 0.16% hits | AID 2524;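 active = activation factor of the enzyme at least 2-fold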; also: the source names both 10 and 20 µM as test concentration; values of inactives mirror those of a sister screen read the other way
Target sequence (P09923 whole entry, looked up): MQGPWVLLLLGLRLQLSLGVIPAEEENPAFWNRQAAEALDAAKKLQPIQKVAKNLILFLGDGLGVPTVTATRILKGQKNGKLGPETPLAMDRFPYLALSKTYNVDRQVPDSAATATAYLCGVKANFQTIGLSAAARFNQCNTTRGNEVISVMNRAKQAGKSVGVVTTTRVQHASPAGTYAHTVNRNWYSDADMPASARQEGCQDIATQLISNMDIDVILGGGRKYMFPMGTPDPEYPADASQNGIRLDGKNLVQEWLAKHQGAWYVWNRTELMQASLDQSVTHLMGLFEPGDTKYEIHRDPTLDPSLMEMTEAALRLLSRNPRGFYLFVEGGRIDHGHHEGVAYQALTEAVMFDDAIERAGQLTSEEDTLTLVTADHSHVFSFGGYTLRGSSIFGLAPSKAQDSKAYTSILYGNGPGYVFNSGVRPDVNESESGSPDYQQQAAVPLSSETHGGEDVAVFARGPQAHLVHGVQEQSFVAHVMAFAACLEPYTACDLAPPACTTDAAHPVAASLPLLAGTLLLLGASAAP
mIAP activ: mouse IAP activation | 330,000 compounds, 0.24% hits | muIAP, CDP-Star luminescence, 30 min; hits give high values; 1 = vehicle-only enzyme signal, 0 = enzyme-free wells | AID 2805 | activation factor at 10 µM;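 active = activation factor of at least 2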; also: the source names both 10 and 20 µM as test concentration; values of inactives mirror those of a sister screen read the other way
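Assay system: mouse IAP enzyme; Reagent: CDP-Star chemiluminescent phosphatase substrate; Compound: DMSO-dissolved test compounds; Incubation: 30 min, room temperature; Technique: luminescence from enzymatic CDP-Star hydrolysis; Controls: DMSO-only wells and no-enzyme negative control.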
GRIN3A LBD mod: modulates the human NR3A ligand-binding domain; NR3A LBD differential scanning fluorimetry, Tm shift; 0% = protein alone, 100% = glycine-bound protein; Tm shift relative to glycine control, % at 25 µM; 340,000 compounds, 2.5% hits;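 active = melting temperature shift of at least 10% of the positive control shift, at one fixed dose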
hIAP inh: blocks human intestinal alkaline phosphatase; P09923; 330,000 compounds, 0.12% hits; inhibition, % at 10 µM; purified IAP, CDP-Star luminescence, 30 min; AID 2544;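 active = inhibition reaching a set limit with compound at 10 µM in the primary screen, cut at about 35% in these data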;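 also: plate controls were DMSO wells with enzyme for no effect and no-enzyme buffer wells for full effect; values of inactives mirror those of a sister screen read the other way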
mIAP block: blocks mouse intestinal alkaline phosphatase. purified mouse IAP, CDP-Star luminescence, 30 min. inhibition, % at 10 µM. 330,000 compounds, 0.2% hits. AID 2806;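 active = inhibition of at least 40% at 10 µM in the primary screen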;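 also: plate controls were DMSO with enzyme for no effect and no enzyme wells for full effect; values of inactives mirror those of a sister screen read the other way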
MPTP inh: permeability transition pore inhibition. isolated mouse mitochondria, Ca2+ swelling absorbance, 30 min. inhibition, % at 10 µM. 360,000 compounds, 1.4% hits. AID 602449;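 active = inhibition of 50% or more, scaled per plate between neutral and stimulator controls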;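 also: 0% = DMSO wells given calcium and 100% = 1 mM EGTA wells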
The depositor's hits bear a star; · = no result given.

SMILES	APOBEC3A inh	beta cell repl	APOBEC3G inh	hIAP act	mIAP activ	GRIN3A LBD mod	hIAP inh	mIAP block	MPTP inh
O=C(O)c1cc(S(=O)(=O)N(Cc2ccccc2)c2ccc(Cl)cc2)ccc1Cl	-3	-2	-6	1	0.98	39*	-1	2	1.8
CC1(C)Cc2c(sc3nc4n(c(=O)c23)CCC4)CO1	10	2	0	1	1	-2	-1	-5	-0.8
C=CCOc1ccc(CNCCO)cc1OCC	5	-2	4	1.1	1	0	-8	-2	-0.2
CCOC(=O)C1(C)/C(=N/Nc2ccc(S(N)(=O)=O)cc2)C(=O)C(=O)N1c1ccccc1 (stereo not given)	2	2	2	0.84	1.1	0	16	-6	-0.6
COc1ccc(CCNC(=O)c2noc(C(C)C)c2[N+](=O)[O-])cc1OC	-4	-4	-1	0.89	0.9	0	11	10	0.6
Cc1c(C(=O)NC2=NCCS2)cccc1[N+](=O)[O-]	-2	-1	-6	0.83	1	1	17	0	-0.5
CCc1cc2cc(C)ccc2nc1SCC(=O)N1CCN(C(=O)c2ccco2)CC1	-5	-3	-9	0.79	0.99	-2	21	1	-2.4
CCC(C)NC(=O)CSc1nnc(-c2cc(-c3ccc(C)cc3)nc3ccccc23)n1N (stereo not given)	-3	-3	-5	0.85	0.82	-2	15	18	-2.0
COc1cccc(OCCOCCNCCO)c1	-2	1	-7	0.84	0.99	·	16	1	·
N#Cc1ccc(/C=C2\CCCCn3c2nc2cc(C(=O)O)ccc2c3=O)cc1	-2	-4	-11	0.94	0.97	1	6	3	-1.0
CC1C(=O)CCCCCCCCCC2C1(N1CCOCC1)CS2(=O)=O (stereo not given)	0	5	-4	0.92	0.91	2	8	9	0.8
CC(=O)Oc1ccc2c(=O)oc(-c3ccccc3C)nc2c1	-3	-1	-3	0.85	1	0	15	-3	-1.3
COc1cc(OC)c(C2C(C#N)=C(C)NC(C)=C2C#N)c(C(=O)O)c1	-3	1	-6	1.1	1.1	0	-12	-6	0.6
CC(C)(C)c1nc(SCC(=O)NNC(=O)c2ccccc2)c2ccccc2n1	-4	0	-13	1.9	0.89	0	-94	11	-0.1
CC1=CC(=O)C(C(C)C)=C/C1=N/OC(=O)c1cccc([N+](=O)[O-])c1	-2	1	-3	0.95	1	4	5	-1	1.9
O=C1CC(c2ccsc2)c2cc3c(cc2N1)OCCO3 (stereo not given)	-2	-1	-12	0.92	1	-1	8	-2	0.3
COc1ccccc1C1C2=C(N=C3SCC(=O)N31)c1ccccc1CC2 (stereo not given)	-1	-3	-2	0.86	0.84	1	14	16	0.2
COc1ccccc1NC(=O)CCSc1nc(C)cc(C)n1	1	-2	-4	1.1	1.1	1	-7	-9	0.3
COc1ccc(/C=C(\NC(=O)c2ccc(C)cc2)C(=O)NCCCn2ccnc2)cc1OC	-2	1	-10	0.96	0.93	-3	4	7	-1.9
COc1ccc(CNC(=O)C2CCCN(C(=O)Nc3ccc(OC)cc3)C2)cc1 (stereo not given)	2	-1	1	0.99	1.1	1	1	-12	0.0
Cc1cc(=O)oc2c(C)c(OCC(=O)c3ccccc3)ccc12	1	-4	-4	1	0.99	-1	0	1	0.0
COc1ccc(CCNC(=O)CC2SC(=NCc3ccccc3OC)NC2=O)cc1 (stereo not given)	-7	-1	-5	1.1	1.1	-1	-10	-12	-3.4
COc1ccc(N2CCN(C(=O)c3ccc(SC)cc3OC)CC2)cc1	-1	-4	-2	0.99	0.99	-3	1	0	2.0
COc1ccc(NC(=O)CN(c2cc(C)cc(C)c2)S(=O)(=O)c2c(C)noc2C)cc1	-1	-5	-3	0.93	1.7	-10	7	-66	-1.2
CC(C)CNC(=O)c1ccccc1NC(=O)c1ccccc1N(C)S(C)(=O)=O	2	0	-1	0.92	0.98	-2	8	2	2.8

Next part (3 carried over from the part before).
SMILES	APOBEC3A inh	beta cell repl	APOBEC3G inh	hIAP act	mIAP activ	GRIN3A LBD mod	hIAP inh	mIAP block	MPTP inh
COc1ccc(N2CCN(C(=O)c3ccc(SC)cc3OC)CC2)cc1	-1	-4	-2	0.99	0.99	-3	1	0	2.0
COc1ccc(NC(=O)CN(c2cc(C)cc(C)c2)S(=O)(=O)c2c(C)noc2C)cc1	-1	-5	-3	0.93	1.7	-10	7	-66	-1.2
CC(C)CNC(=O)c1ccccc1NC(=O)c1ccccc1N(C)S(C)(=O)=O	2	0	-1	0.92	0.98	-2	8	2	2.8
CCC(=O)Nc1cccc(-c2nnc(-c3ccccc3)o2)c1	2	-4	-2	0.97	0.97	-1	3	3	0.6
COc1ccc(/C=C/c2c(-c3ccc(OC)cc3)oc3ccc(-c4ccc(OC)cc4)cc23)cc1	10	-2	2	0.93	0.99	2	7	1	-2.0
CCOC(=O)c1c(C2CC2)csc1NC(C)=O	8	3	-1	1.1	0.95	-1	-8	5	0.6
C=CCNC(=O)C1CCC(C(=O)NCC=C)CC1 (stereo not given)	-3	0	-1	0.96	1	-1	4	-4	0.8
CC(C)(C)OC(=O)N[C@H](Cc1ccccc1)C(=O)N1CCC[C@@H]1C(=O)O	-3	0	-9	1.1	1.1	1	-8	-8	0.3
COc1ccccc1CCNC(=O)c1cccc(S(=O)(=O)N2CCc3ccccc3C2)c1	-6	-5	-10	1	0.98	-6	-1	2	-0.6
CSc1c(-c2ccccn2)c(N)nn1C(=O)C1CCC1	3	-4	1	1	1	1	-4	-4	-0.1
O=C(NC(=S)Nc1cc(S(=O)(=O)N2CCOCC2)ccc1N1CCOCC1)C1CCCC1	1	0	-9	0.85	0.95	·	14	5	·
CN(C)CCNS(=O)(=O)c1ccc2c3c(cccc13)C(=O)N2	-5	-1	2	1.2	1.1	-3	-25	-8	-1.3
COc1ccc(C2CC(c3ccccc3)=NN2C(=O)CSc2nnnn2-c2cccc(C)c2)cc1 (stereo not given)	-2	-1	-1	0.94	0.98	1	6	2	1.4
COc1cccc(C(C(=O)NC2CCCCC2)N(CCN2CCOCC2)C(=O)C2COc3ccccc3O2)c1 (stereo not given)	-1	2	-5	1.1	1.2	1	-9	-16	0.1
O=C(CCc1ccccc1)Nc1ccc(S(=O)(=O)NC2=NCCCCC2)cc1	1	-1	-2	1	1	1	-3	-1	0.6
CSc1nc(C)c(Cc2ccccc2)c(=O)[nH]1	23	-2	2	0.97	0.91	-2	3	10	-1.6
CC(C)Cc1nc2oc3c(N4CCN(CCO)CC4)ncnc3c2c2c1CCCC2	1	-5	3	0.87	0.93	-4	13	7	-3.4
COC(=O)c1ccccc1NC(=O)CSc1nnnn1CC(=O)O	-3	-7	-11	1	1	1	-1	-4	-0.4
CC(C)Cn1c(NCCO)nc2ccccc21	0	-4	-1	0.93	0.93	0	7	7	8.1
CN(C)c1ccc2c3c(ccc(N(C)C)c13)COC2	1	-3	0	0.84	1.1	0	16	-6	-0.9
CCOc1ccc(NC(=O)Nc2cnccn2)cc1	2	-3	0	1.1	0.98	5	-10	2	0.5
Cc1noc(C)c1C(=O)N1CCC(CO)(Cc2ccccc2)CC1	-3	-2	-9	1	0.98	0	-1	2	-1.0
Cc1c(OCC(=O)N[C@@H](CSCc2ccccc2)C(=O)O)ccc2c3c(c(=O)oc12)CCC3	-4	2	-6	1.1	1.1	0	-14	-14	-1.1
O=C(CSc1nc2ccccc2s1)NC1CCCc2ccccc21 (stereo not given)	3	-3	-1	0.91	1.1	1	9	-8	2.3
O=C(O)c1ccc(/C=C2\COc3ccccc3C2=O)cc1	3	-4	6	1.2	1.1	-2	-17	-12	1.1
COC(=O)c1sccc1NC(=S)Nc1ccc(C)cc1	1	-2	6	0.81	1	1	19	0	3.0
COc1ccc(/C=C2\SC(=O)N(CCC(=O)Nc3ccc(S(=O)(=O)Nc4nccs4)cc3)C2=O)cc1	1	-1	-3	1.1	0.86	11*	-8	14	8.4
Cc1ccc(NC(=O)CC2S/C(=N/c3nccs3)N(C)C2=O)c(C)c1 (stereo not given)	0	-1	-1	0.98	0.9	0	2	10	3.3
SMILES	APOBEC3A inh	beta cell repl	APOBEC3G inh	hIAP act	mIAP activ	GRIN3A LBD mod	hIAP inh	mIAP block	MPTP inh
O=C1NCC(COc2ccc([N+](=O)[O-])cc2)O1 (stereo not given)	-3	-2	-8	1.1	1	0	-13	0	-0.1
COC(=O)c1ccccc1N(C)S(C)(=O)=O	4	-1	-3	1.1	0.95	-1	-14	4	0.4
CCOC(=O)C1CCN(c2c(NCCCN3CCCCC3)c(=O)c2=O)CC1	1	2	-2	0.97	0.87	-2	3	13	1.7
O=C(Nc1ccncc1)c1ccccc1-c1ccccc1	-4	1	-8	0.98	0.93	-1	2	7	-2.8
O=P(OC1CCCCC1)(OC1CCCCC1)C(O)c1ccc(Cl)cc1Cl (stereo not given)	-3	-6	-4	0.92	0.98	4	8	2	38
CS(=O)(=O)N(CC(=O)N1CCN(c2cccc(Cl)c2)CC1)c1cccc(F)c1	1	-1	9	1	1.1	3	-3	-9	0.2
O=C(Nc1nc2c(s1)CN(Cc1ccccc1)CC2)c1cccc(S(=O)(=O)N2CCc3ccccc32)c1	-2	-4	-10	1.1	1	0	-11	-2	0.0
Cc1ccc(CSc2ccc3nnc(-c4cccnc4)n3n2)cc1	2	-2	-1	0.96	0.98	-10	4	2	1.3
O=C(O)c1ccc(S(=O)(=O)c2ccc3c(c2)C(=O)N(Cc2ccco2)C3=O)cc1	3	-1	0	0.85	0.98	2	15	2	-0.4
Cc1ccc(C(C2=C(O)CC(C)(C)CC2=O)C2C(=O)CC(C)(C)CC2=O)o1 (stereo not given)	-8	0	-6	1.1	1.1	2	-8	-6	0.6
O=C(CSc1nnnn1-c1ccc(Cl)cc1)N1CCc2ccccc2C1	-3	-1	-4	1.2	0.94	-2	-24	6	-1.0
CC(=O)c1sc2nc(-c3cccs3)cc(C(F)(F)F)c2c1N	-3	5	-12	0.94	0.97	0	6	3	0.3
O=C1c2ccccc2C(O)N1Cc1ccco1 (stereo not given)	0	0	-1	1	1	-1	-2	-1	-0.1
Cc1cc(NC(=O)CSc2n[nH]c(CC(C)C)n2)no1	0	-4	-1	0.94	0.95	0	6	4	-8.0
COc1ccc(N2C(=O)CSC23CCCCC3)cc1	-1	3	-1	1.2	0.94	0	-15	6	0.9
CSc1cccc(NC(=O)CCCOc2ccc(Cl)cc2C)c1	6	0	-1	1.2	1.6	9	-21	-64	75*
Cc1cccc(NC(=O)C2CCN(S(=O)(=O)c3c(C)nn(C)c3C)CC2)n1	0	0	-4	1.1	1	0	-8	-1	-0.2
COCCOC(=O)c1c(NC(=O)COC(=O)Cc2cccc(OC)c2)sc(C(N)=O)c1C	-1	-3	-7	0.97	1	1	3	0	2.2
O=C(CSc1nccc(=O)[nH]1)Nc1ccc(F)c(Cl)c1	0	2	-1	1	0.98	3	-2	2	0.3
CCc1cccc(C)c1NC(=O)CSc1nnc(-c2ccco2)n1N	-2	-2	-8	0.92	1	-3	8	0	0.1
COc1ccccc1C(=O)NC(CCSC)C(=O)OC(C)C(N)=O (stereo not given)	2	-1	-6	1.1	1	2	-10	-4	1.3

Entries listed so far that bear a hit mark in MPTP inh.
smiles | APOBEC3A inh | APOBEC3G inh | hIAP act | mIAP activ | GRIN3A LBD mod | hIAP inh | mIAP block | MPTP inh
CSc1cccc(NC(=O)CCCOc2ccc(Cl)cc2C)c1 | 6 | -1 | 1.2 | 1.6 | 9 | -21 | -64 | 75*

Compound activity deposited in PubChem by Sanford-Burnham Center for Chemical Genomics.
